# ATXN viability: Viability Counterscreen for Primary qHTS for Inhibitors of ATXN expression; S2 cells (HEK-293 line with an ATXN2-luciferase reporter) viability, CellTiter-Fluor protease fluorescence, 24 h; hit rate 0.49% among 400,000; Potency, µM (top dose mostly 56.7 µM), usual class: cytotoxic; AID 651635, 2014; further: potency means the concentration at half of the fitted maximal effect; nearly all actives have a fitted effect of over 40% in size
# MCF10A rerep: A quantitative high throughput screen for small molecules that induce DNA re-replication in MCF 10a normal breast cells; MCF 10A DNA re-replication, Hoechst nuclear intensity, 48 h; Potency, µM (doses to about 46.1 µM), without a hit: at the top dose activity, positive = re-replication, hits mostly activators; hit rate 2.9% among 350,000; further: potency means the concentration at half of the fitted maximal effect; % of control where 0% means no effect; nearly all actives have a fitted effect of over 50% in size
# Nrf2 activator: qHTS of Nrf2 Activators | AREc32 ARE-luciferase reporter (MCF7-derived line), luminescence, 24 h | Potency, µM (doses to about 46.1 µM), inactives show top-dose activation, usual class: activators | hit rate 0.31% among 410,000 | AID 624171, 2012; further: potency means the concentration at half of the fitted maximal effect; % of control where 0% means no effect; nearly all actives have a fitted effect of over 65% in size
#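 For detection, Steady-Glo was added and plates sat 30 min at RT; before that, AREc32_Fluc cells grown overnight in OPTI-MEM/5% FBS had been treated with 23 nL compound for 24 hr at 37 deg C.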
# TGFb SMAD3 inh: qHTS for Inhibitors of TGF-b; hit rate 1.2% among 410,000; AID 588855, 2011; HepG2 CAGA-GFP TGF-b/SMAD3 reporter, GFP fluorescence, 18 h; TGF-beta stimulated, 500 pg/mL final; Potency, µM (series often up to 46.1 µM), for the others: top-dose activity, negative = inhibition, actives largely listed as inhibitors; further: potency means the concentration at half of the fitted maximal effect; on the % scale 0 is the no-effect control and ±100 the full control effect; nearly all actives have a fitted effect of over 65% in size
#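 First, reporter cells (HEPG2 CAGA-GFP) rested 2 h at 37 degrees C. Next, compounds were pinned in and TGF-beta added to 500 pg/mL final. After 18 h, GFP was imaged per cell and summed per well.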
# ATXN2 expr inh: Primary qHTS for Inhibitors of ATXN expression; HEK-293 ATXN2-luciferase reporter, luminescence, 24 h; Potency, µM (titrated, usually from 57 µM), for the others: at the highest dose activity change, negative = inhibition, most hits filed as inhibitors; hit rate 0.72% among 360,000; further: potency means the concentration at half of the fitted maximal effect; on the % scale 0 is the no-effect control and ±100 the full control effect; nearly all actives have a fitted effect of over 55% in size
#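 qHTS (up to 57 uM final) was run with 24 h compound exposure of reporter cells at 37 °C. Each well was multiplexed: SteadyGlo luminescence measured ATXN2-luciferase expression after a fluorogenic Gly-Phe-AFC viability readout (25 uM final).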
# HepG2 tox: qHTS for Inhibitors of TGF-b: Cytotox Counterscreen. HepG2 CAGA-GFP viability, ATP luminescence, 18 h. Potency, µM (highest dose often 46.1 µM), for the others: top-dose activity change, negative = cytotoxicity, hits mostly cytotoxic. hit rate 0.76% among 410,000. AID 588856, 2011; further: potency means the concentration at half of the fitted maximal effect; some results filed as inactive show a strong effect at the top dose
#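 CellTiter-Glo luminescence gave cytotoxicity after 18 hours at 37 degrees C. The cells were HepG2 CAGA-GFP in 1% FBS DMEM, stimulated with 500 pg/mL TGF-beta after compound addition. %Activity was normalised to no-cell wells (complete cell-killing) and DMSO (no toxicity), and curves were fitted and classified.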
# Nrf2 inh: Nrf2 qHTS screen for inhibitors | AID 504444, 2011 | hit rate 2.1% among 360,000 | Potency, µM (doses to about 46 µM), without a hit: at the highest dose activity change, negative = inhibition, hits mostly inhibitors | A549 ARE-Fluc reporter, luciferase luminescence, 18-24 h; further: potency means the concentration at half of the fitted maximal effect; on the % scale 0 is the no-effect control and ±100 the full control effect; nearly all actives have a fitted effect of over 60% in size
#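 Cells were seeded and rested 2 h, then exposed to compounds for 18-24 h. CellTiter-Fluor was read first as a viability measure. BugLite was added 15 min before the final luminescent read of ARE-luciferase activity in A549 cells.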
# A549 tox: Nrf2 qHTS screen for inhibitors: counterscreen for cytotoxicity | AID 504648, 2011 | A549 ARE-Fluc cells, CellTiter-Fluor viability, 18-24 h | Potency, µM (titrated, usually from 46 µM), without a hit: at the highest dose activity change, negative = cytotoxicity, most hits filed as inhibitors | hit rate 0.16% among 390,000; further: potency means the concentration at half of the fitted maximal effect; on the % scale 0 is the no-effect control and ±100 the full control effect
#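 A549 ARE_Fluc cells in 5% FBS OPTI-MEM were exposed to compounds in concentration-response for 18-24 h at 37 deg C. Viability was read by CellTiter-Fluor fluorescence (Ex 405/Em 525) after 30 min, before the luciferase read.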
# IL-1B inflam inh: qHTS for Inhibitors of Inflammasome Signaling: IL-1-beta AlphaLISA Primary Screen | THP-1 LPS/ATP IL-1B secretion, AlphaLISA, 16 h; hits give low values | activity change, % at 57.5 µM | hit rate 4.7% among 360,000 | AID 743279, 2014; in the data active means activity change below about -50%; inconclusive means mostly about -30% to -49%; further: on the % scale 0 is the no-effect control and ±100 the full control effect
#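 THP-1 cells pretreated 1 hr with compounds (up to 57.5 uM final), then stimulated with LPS (250 ng/mL final) plus ATP (1.25 mM final); secreted IL-1B measured by AlphaLISA after 16 hr, decreased signal indicating inhibition.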
# * marks the source's active call; other numbers are inactive results; i = inactive; ? = inconclusive; . = no result given; & = joins results of further samples; [ ] = another dose, or the depositor's remark. Unless noted, the call rests on the fitted dose curve; in most records, active means well fitted curve in the direction sought with a large enough effect; inconclusive means small, poorly fitted or top-dose-only effect, or another doubt; inactive means no such curve, though single readings can be large; an effect the other way counts as inactive or inconclusive. Outcome played no part in choosing rows, and some 8.8% of all compounds hit somewhere here.
SMILES,ATXN viability,MCF10A rerep,Nrf2 activator,TGFb SMAD3 inh,ATXN2 expr inh,HepG2 tox,Nrf2 inh,A549 tox,IL-1B inflam inh
COc1ccc2c(c1)-c1ccccc1S(=O)(=O)N2C(C)=O,i,?,-0.8%,4%,-15%,-9%,10%,-3%,-26
Cc1nn(CC(=O)NN)c(C)c1Br,i,0%,0.9%,-5%,.,-13%,7%,13%,-3
Cc1cc(C)c2nc(NC(=O)c3ccc(OCC4CCCO4)cc3)sc2c1 (stereo unspecified),?,-17%,5.7%,-20%,.,-24%,?,16%,-16
CCCN(CCC)CCCNC(=O)Cn1ncn2c(cc3sc(CC)cc32)c1=O,.,.,-0.2%,-26%,.,-3%,?,18%,.
COc1ccc(C(=O)Nc2cc(OC)cc(OC)c2)cc1,i,-10%,7.4%,-4%,36%,-16%,?,-6%,?
O=C(Cn1c(=O)oc2cc(S(=O)(=O)N3CCCCCC3)ccc21)Nc1cccc(C(F)(F)F)c1,.,.,0.3%,-3%,.,-25%,.,-8%,.
Cc1ccc(OCC(=O)Nc2sc3c(c2C#N)CC(C)(C)NC3(C)C)cc1,i,2%,2.2%,-15%,-16%,3%,?,-6%,-11
CCOC(=O)C(C(=O)NCc1cccc(OC)c1)c1ncc(C(F)(F)F)cc1Cl (stereo unspecified),i,-11%,-0.1%,-4%,-15%,3%,.,-2%,9
Cc1ccc2nc(-c3ccccn3)oc2c1,i,0%,1.3%,2%,-21%,-65%,?,-2%,40
CCNC(=O)C1(C)CCN(C(=O)c2ccc(-c3ccccc3)cc2)C1 (stereo unspecified),i,.,-1.6%,-9%,-10%,-2%,.,.,20
NC(=O)CC(NC(=O)Cc1ccc(Br)cc1)c1ccc(NC2CCN(Cc3ccccc3)CC2)c([N+](=O)[O-])c1 (stereo unspecified),?,-25%,12%,-1%,-18%,-31%,-2%,-17%,-6
CCN(CC)c1ccc2nc3ccccc3[n+](CC)c2c1,8.9µM*,12µM*,-1.6%,?,?,-62%,9.2µM*,8.2µM*,-101*
O=C(N/N=C/c1c(O)n(-c2ccccc2Cl)c(=O)c2ccccc12)c1cccnc1,.,?,0.2%,-11%,2%[11.3 µM],-6%,6%,?,14
COc1cc(OC)c2c(O)c3c(c(-c4c5c(c(O)c6c(OC)cc(OC)cc46)CO[C@@H](C)[C@H]5O)c2c1)[C@H](O)[C@H](C)OC3,i,-2%,0.2%,0%,9%,-60%,10%,1%,25
CC(C)c1ccc(C(C(=O)NC(C)(C)C)N(C(=O)CNC(=O)c2ccco2)c2cccnc2)cc1 (stereo unspecified),i,5%,-0.8%,-26%,5%,-5%,15%,5%,-2
O=S(=O)(NCc1ccccc1Cl)c1cccs1,i,-10%,-0.5%,-23%,10%,-9%,4%,2%,1
Cc1ccc(CCNC(=O)CCn2nc(-c3ccccc3)ccc2=O)cc1,i,.,-0.9%,-2%,-16%,3%,.,12%,.
COc1cc(Br)c(C(C)NC(=O)c2ccc(C)cc2)cc1OC (stereo unspecified),?,-6%,0.3%,8%,-30%,-3%,?,-1%,23
Cc1cccc2c1Sc1ccc(Cl)cc1CC2N1CCNCC1 (stereo unspecified),16µM*,12µM*,-3.3%,?,?,-156%,-24%,3%,-99*
COc1ccc(N(C(=O)c2snc(C(N)=O)c2N)C(C(=O)NC2CCCCC2)c2ccc(C)o2)cc1 (stereo unspecified),?,-18%,0.0%,11%,-12%,-2%,?,?,-50*
CCNC(=O)N1CCCC(C(=O)c2ccc3cc(OC)ccc3c2)C1 (stereo unspecified),i,-3%,-0.3%,14%,0%,15%,6%,-1%,7
CCN(CC)C(=S)Nc1ccc(OC)cc1,i,-1%,0.3%,-2%,-3%,0%,-11%,3%,-10
C1CCCN(c2nc3nonc3nc2N2CCCCCC2)CC1,i,11%,1.3%,-18%,-7%,-31%,?,-13%,3
COc1ccc(Cl)cc1NC(=O)CSc1nccn1-c1ccc(Cl)cc1,.,.,-0.1%,22%,.,3%,.,1%,.
CCOc1ccccc1NC(=O)NCc1noc2ccc(C)cc12,i,.,5.1%,4%,7%,-18%,?,6%,.
Cc1cc(Cc2cc(C)c(O)c(CO)c2)cc(CO)c1O,i,-20%,8.0%,?,0%,-31%,-24%,-3%,-25
CC(=O)Nc1ccc(S(=O)(=O)N2CCCCC2c2cccnc2)cc1 (stereo unspecified),i,-1%,-0.2%,-7%,6%,-11%,9%,-2%,24
CC(=O)NCCn1c(SCC(=O)Nc2ccc(C)cc2)nc2ccccc2c1=O,i,-1%,-0.8%&-1.1%,2%&31%,-17%&1%,-1%&2%,-13%,-8%&-11%,12
S=C(Nc1ccc2snnc2c1)N1CCN(c2ccccn2)CC1,i,-1%,4.3%,-7%,2%,-16%,23%,8%,3
CCOC(=O)c1[nH]c2ccc(OC)cc2c1C,i,4%,3.4%,-2%,30%,10%,6%,1%,-12
O=C(/C=C/c1ccccc1)N(Cc1ccc(Cl)cc1)C1CCS(=O)(=O)C1 (stereo unspecified),?,-1%,-0.4%,-15%,12%,-11%,-19%,-8%,1
O=C(CNC(=O)c1ccccc1)OCc1cc(=O)n2nc(C3CCCCC3)sc2n1,i,.,2.9%,-20%,12%,-5%,?,2%,.
CCOc1ccccc1NC(=O)Cn1c(-c2ccc(Cl)cc2)noc1=O,i,-2%,-0.1%,1%,-11%,-18%,-6%,2%,-11
O=C(Nc1nnc(-c2cc(Cl)ccc2Cl)o1)c1ccc2c(c1)OCCO2,.,.,-1.1%,4%,.,2%,.,0%,.
CCOc1cc(C(=O)N(C)CC(=O)Nc2cccc(F)c2)ccc1OCC(=O)N1CCCCC1,i,?,0.1%,14%,2%,-2%,6%,0%,-5
CC1CCN(C(=O)CN(Cc2ccc(F)cc2)S(C)(=O)=O)CC1,i,1%,-0.8%,0%,-4%,5%,-13%,-4%,-1
C/C(=N\O)C(=O)NCCCNCCCN(C)C,i,-3%,0.3%,-6%,-11%,2%,?,-13%,4
COc1ccc(C)cc1NC(=O)c1nn(-c2ccccc2)cc1OC,i,23µM*,-0.6%,-19%,-13%,-36%,7%,-13%,-87*
Cc1ccc(CSCCNC(=O)C2CCN(S(=O)(=O)Cc3ccccc3)CC2)cc1,i,.,1.0%,12%,2%,-21%,14%,15%,.
O=S(=O)(Nc1cccc(C(F)(F)F)c1)c1cnc[nH]1,i,-6%,-0.4%,-23%,5%,-23%,10%,1%,20
COc1cccc(Oc2ccc(N)cc2)c1,i,5%,2.2%,23%,22%,-3%,14%,2%,-6
Cc1nn2c(=O)cc(CSCC(=O)Nc3ccccc3F)nc2s1,i,-3%,-1.3%,-5%,.,-10%,-3%,1%,0
CC1CCN(C(=O)c2cccc(S(=O)(=O)N3CCCc4ccccc43)c2)CC1,?,13%,3.1%,-9%,-18%,2%,-20%,-26%,5
COc1ccccc1-c1cccc([C@@H]2C[C@H]3[C@H](CON3C)CN2S(=O)(=O)c2ccccc2C)c1,?,?,-0.5%,-7%,-3%,-5%,?,-11%,-8
CCOc1ncccc1C(=O)OC(C)C(=O)Nc1ccc(CC)cc1 (stereo unspecified),i,17%,2.3%,-1%,-7%,-1%,10%,4%,1
CC1CCCCC12NC(=O)N(CC(=O)Nc1ccc(OC(F)F)cc1)C2=O (stereo unspecified),i,-6%,0.3%,0%,-18%,-2%,0%,-7%,0
CN(Cc1ccccc1)C(=O)c1cccc(NC(=O)Cc2cccc(NC(=O)C3CCN(C(=O)c4ccccc4)CC3)c2)c1,i,6%,3.8%,-4%,3%,-20%,-2%,3%,-12
Cc1sc2nc(CSC(C)C(=O)Nc3ccc(C(N)=O)cc3)[nH]c(=O)c2c1C (stereo unspecified),i,2%,0.0%,-19%,-8%,-2%,-3%,-3%,14
CN(C(=O)c1cccc(NC(=O)Cc2ccc(NC(=O)C3CCN(C(=O)CCc4ccccc4)CC3)cc2)c1)C1CCC1,i,-21%,6.6%,?,-26%,-16%,-22%,-2%,-17
Cc1ccc(C)c(NC(=S)N2CCC(NC(=O)c3ccco3)CC2)c1,i,-16%,-0.2%,4%,1%,-6%,-2%,-1%,18
NC(=O)c1cc(S(=O)(=O)NCc2cccs2)cs1,i,-5%,-0.7%,0%,.,2%,-11%,-9%,29
Cc1nn(C(=O)C(C)N2C(=O)c3ccccc3C2=O)c(C)c1Br (stereo unspecified),i,-1%,-0.6%,-19%,6%,-18%,-16%,0%,-11
Cc1ccccc1C(=O)N1CCC(c2nc3ccccc3s2)CC1,?,.,3.3%,?,?,-21%,?,-5%,.
O=C(C1CC2CCC1C2)N1CCN(Cc2ccc3c(c2)OCO3)CC1 (stereo unspecified),i,13%,1.9%,?,-1%,-9%,2%,-10%,-8
Cc1csc2c(=O)sc(NC(=O)c3ccc(F)cc3Cl)nc12,i,12%,?,4%,-9%,-1%,?,-9%,-2

# Three compounds out of the list above, sorted by their value in Nrf2 activator, rising:
Compound | Nrf2 activator
COc1cc(Br)c(C(C)NC(=O)c2ccc(C)cc2)cc1OC (stereo unspecified) | 0.3%
O=C(CNC(=O)c1ccccc1)OCc1cc(=O)n2nc(C3CCCCC3)sc2n1 | 2.9%
CN(Cc1ccccc1)C(=O)c1cccc(NC(=O)Cc2cccc(NC(=O)C3CCN(C(=O)c4ccccc4)CC3)c2)c1 | 3.8%

# High-throughput results deposited in PubChem BioAssay by National Center for Advancing Translational Sciences (NCATS).
